BAZ2B block = blocks human BAZ2B; AlphaScreen BAZ2B-H3K14Ac peptide displacement; 360,000 compounds, 4.4% hits; Potency, µM (series often up to 114 µM), for inactives: at the top dose activity change, negative = inhibition, most hits filed as inhibitors; Q9UIF8; AID 504333; also: % is scaled to controls: 0 for no effect and ±100 for the full control effect; nearly all actives have a fitted effect of over 60% in size
Target sequence (Q9UIF8 whole entry, looked up): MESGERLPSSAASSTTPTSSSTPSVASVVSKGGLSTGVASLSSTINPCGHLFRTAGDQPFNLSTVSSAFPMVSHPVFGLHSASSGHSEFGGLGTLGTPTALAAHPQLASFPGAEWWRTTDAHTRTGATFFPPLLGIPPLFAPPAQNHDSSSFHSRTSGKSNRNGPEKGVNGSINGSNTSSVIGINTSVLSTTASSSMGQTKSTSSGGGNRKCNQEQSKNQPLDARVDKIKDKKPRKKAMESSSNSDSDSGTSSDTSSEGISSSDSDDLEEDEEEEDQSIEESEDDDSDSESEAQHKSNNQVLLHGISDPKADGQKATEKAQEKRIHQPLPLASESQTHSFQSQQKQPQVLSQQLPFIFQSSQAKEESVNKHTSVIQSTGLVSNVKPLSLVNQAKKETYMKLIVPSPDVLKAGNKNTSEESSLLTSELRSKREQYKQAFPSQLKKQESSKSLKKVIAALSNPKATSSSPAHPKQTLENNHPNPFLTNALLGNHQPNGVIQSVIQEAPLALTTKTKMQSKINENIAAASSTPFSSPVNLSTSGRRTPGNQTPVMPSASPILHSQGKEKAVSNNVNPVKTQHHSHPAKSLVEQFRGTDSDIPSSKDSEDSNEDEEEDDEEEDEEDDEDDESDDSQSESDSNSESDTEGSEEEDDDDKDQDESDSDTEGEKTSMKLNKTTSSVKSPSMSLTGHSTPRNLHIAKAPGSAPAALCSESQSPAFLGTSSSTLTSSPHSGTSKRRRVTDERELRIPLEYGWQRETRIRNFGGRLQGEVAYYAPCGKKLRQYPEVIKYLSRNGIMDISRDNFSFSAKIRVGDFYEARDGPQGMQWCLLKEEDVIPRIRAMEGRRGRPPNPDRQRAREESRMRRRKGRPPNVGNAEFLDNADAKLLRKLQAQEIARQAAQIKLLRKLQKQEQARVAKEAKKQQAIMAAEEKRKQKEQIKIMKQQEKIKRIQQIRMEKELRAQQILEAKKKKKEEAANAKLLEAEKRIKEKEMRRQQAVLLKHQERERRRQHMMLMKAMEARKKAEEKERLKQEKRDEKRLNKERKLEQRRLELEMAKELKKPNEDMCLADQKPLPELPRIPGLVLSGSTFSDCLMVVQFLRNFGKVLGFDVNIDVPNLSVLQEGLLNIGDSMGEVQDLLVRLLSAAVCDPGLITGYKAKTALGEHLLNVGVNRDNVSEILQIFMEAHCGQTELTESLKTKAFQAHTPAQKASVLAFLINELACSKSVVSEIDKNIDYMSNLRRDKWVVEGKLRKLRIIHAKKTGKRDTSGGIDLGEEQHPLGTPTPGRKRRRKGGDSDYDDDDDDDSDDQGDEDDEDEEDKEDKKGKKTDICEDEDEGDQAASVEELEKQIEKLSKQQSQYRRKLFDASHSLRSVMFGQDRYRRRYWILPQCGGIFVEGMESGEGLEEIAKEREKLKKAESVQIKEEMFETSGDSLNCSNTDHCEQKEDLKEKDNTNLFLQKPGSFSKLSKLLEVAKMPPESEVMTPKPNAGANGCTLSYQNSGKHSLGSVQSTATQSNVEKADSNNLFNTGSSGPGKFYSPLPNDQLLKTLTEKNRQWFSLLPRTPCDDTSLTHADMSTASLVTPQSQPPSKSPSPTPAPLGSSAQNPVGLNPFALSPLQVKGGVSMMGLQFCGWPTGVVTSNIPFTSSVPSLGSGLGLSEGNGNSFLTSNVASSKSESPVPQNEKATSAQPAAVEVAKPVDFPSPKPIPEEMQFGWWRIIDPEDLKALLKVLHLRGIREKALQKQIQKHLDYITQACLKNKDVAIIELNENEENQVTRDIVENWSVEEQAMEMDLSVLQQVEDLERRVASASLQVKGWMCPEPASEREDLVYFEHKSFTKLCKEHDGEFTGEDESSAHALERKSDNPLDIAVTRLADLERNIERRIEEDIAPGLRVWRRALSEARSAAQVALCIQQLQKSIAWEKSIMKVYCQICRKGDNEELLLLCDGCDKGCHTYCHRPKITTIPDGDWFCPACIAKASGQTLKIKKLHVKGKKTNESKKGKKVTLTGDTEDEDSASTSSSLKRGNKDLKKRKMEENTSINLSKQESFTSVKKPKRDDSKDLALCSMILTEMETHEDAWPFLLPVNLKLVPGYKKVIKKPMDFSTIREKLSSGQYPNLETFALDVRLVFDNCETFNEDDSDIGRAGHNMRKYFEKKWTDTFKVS
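Compounds, titrated to a top concentration of 110 uM, were incubated 30 min at room temperature with preformed BAZ2B/acetyl-K14 H3 peptide complex (50 nM each). Proximity signal was measured by AlphaScreen after 20 min with beads.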
POLI inh = blocks human DNA polymerase iota activity; Pol iota fluorescent replication assay, 10 min; Q9UNA4; Potency, µM (series often up to 115 µM), without a hit: at the highest dose activity, negative = inhibition, actives largely listed as inhibitors; 390,000 compounds, 1% hits
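Pol iota at 10 nM preincubated 15 min with compounds at room temperature; reaction started with fluorescent substrate, 50 nM final. Fluorescence read kinetically at 0 and 10 min; buffer-only wells as negative control.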
Pol beta inh = DNA polymerase beta (human) inhibition | P06746 | Pol beta primer extension/strand displacement, fluorescence kinetic | 340,000 compounds, 1.3% hits | Potency, µM (doses to about 114 µM), inactives show at the top dose activity change, negative = inhibition, actives largely listed as inhibitors; also: % is scaled to controls: 0 for no effect and ±100 for the full control effect
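Curves were derived by four-parameter Hill fits of normalized qHTS data. The kinetic fluorescent primer-extension read was taken at 0 and 10 min after 50 nM substrate, following a 15 min room-temperature preincubation of 10 nM enzyme with compounds.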
POLK inh = DNA polymerase kappa (human) inhibition; Potency, µM (titrated, usually from 107 µM), inactives show top-dose activity, negative = inhibition, most hits filed as inhibitors; purified Pol kappa, fluorescent DNA synthesis assay, 10 min; Q9UBT6; 400,000 compounds, 0.53% hits; also: % is scaled to controls: 0 for no effect and ±100 for the full control effect
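10 nM Pol kappa preincubated 15 min at room temperature with compounds, then reaction started with substrate at 50 nM final. Fluorescence read kinetically at 0 and 10 min; buffer-only wells served as negative control.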
JMJD2A Tudor = inhibitors of human JMJD2A Tudor domain. 390,000 compounds, 4.4% hits. Potency, µM (doses to about 114 µM), without a hit: at the highest dose activity change, negative = inhibition, most hits filed as inhibitors. AlphaScreen JMJD2A-Tudor / H3K4me3 peptide binding; also: % is scaled to controls: 0 for no effect and ±100 for the full control effect; nearly all actives have a fitted effect of over 50% in size
BLM inh = inhibitors of human Bloom syndrome helicase BLM | 350,000 compounds, 0.2% hits | recombinant BLM DNA unwinding, fluorescence dequenching | Potency, µM (series often up to 56.1 µM), for inactives: at the top dose activity change, negative = inhibition, actives largely listed as inhibitors;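 also: plate controls were vehicle for no effect and no enzyme for full effect; nearly all actives have a fitted effect of over 35% in size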
POLH inh = blocks human DNA polymerase eta activity; Potency, µM (top dose mostly 114 µM), for the others: top-dose activity change, negative = inhibition, usual class: inhibitors; recombinant Pol eta, fluorescent DNA replication assay; Q9Y253; 390,000 compounds, 1.2% hits; also: % is scaled to controls: 0 for no effect and ±100 for the full control effect
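Pol eta (10 nM) was preincubated with compounds for 15 min at room temperature, after which fluorescent replication substrate (50 nM final) was added to start the reaction. Fluorescence was read kinetically at 0 and 10 min.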
APEX1 inh = blocks human APE1 abasic DNA cleavage; Potency, µM (titrated, usually from 65.8 µM), for inactives: at the top dose activity change, negative = inhibition, usual class: inhibitors; 350,000 compounds, 0.35% hits; recombinant APE1, TAMRA/BHQ-2 abasic DNA cleavage fluorescence; AID 2517; P27695;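 also: plate controls were vehicle for no effect and reference inhibitor for full effect; nearly all actives have a fitted effect of over 55% in size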
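Enzyme (0.75 nM final) and test compound are incubated 15 min at room temperature before adding 50 nM quenched THF abasic-site duplex. Cleavage dequenches TAMRA, followed at 525/598 nm over three reads one minute apart.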
G9a inh = inhibitors of human histone lysine methyltransferase G9a | G9a H3K9 monomethylation, AlphaScreen, 2 h | Potency, µM (highest dose often 102 µM), for inactives: at the top dose activity, negative = inhibition, usual class: inhibitors | 350,000 compounds, 8.8% hits | AID 504332; also: % is scaled to controls: 0 for no effect and ±100 for the full control effect; nearly all actives have a fitted effect of over 75% in size
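Enzyme 20 nM + cpd, 15 min RT; add b-H3K9 pep 500 nM / SAM 20 uM; 2 h RT; anti-H3K9me1 Ab 0.5 ug/mL + SA donor / anti-rabbit acceptor beads 20 ug/mL each, 10 min; AlphaScreen read.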
Starred values were filed as active, the others as inactive; ? = inconclusive; . = not tested or not shown; & = joins results of further samples; [ ] = dose if it differs, or a comment. Calls follow the shape of the dose curve; as a rule, active = well fitted curve in the direction sought with a large enough effect; inconclusive = small, poorly fitted or top-dose-only effect, or another doubt; inactive = no such curve, though single readings can be large; an effect the other way counts as inactive or inconclusive. Potency is read from the fitted curve at half-maximal effect. A portion of the library. The share of hits here may be higher or lower than overall.

Every second line gives: BAZ2B block	POLI inh	Pol beta inh	POLK inh	JMJD2A Tudor	BLM inh	POLH inh	APEX1 inh	G9a inh
- Cc1ccc(C(=O)Oc2csc(=S)n2C(=O)c2ccc(C)cc2)cc1
→ ?	?	-1%	-7%	?	1%	1%	1%	1.1µM*
- COc1ccc(CNC(=O)c2cccn2-c2nnc(N3CCCC3)s2)c(OC)c1
→ -9%	14%	-18%	-17%	-22%	1%	-4%	.	1%[59 µM]
- OCCC#Cc1c(-c2ccsc2)sc2ccccc12
→ -4%	?	1%	-6%	-14%	-10%	-16%	-10%	11µM*
- COc1ccc(-c2nc3ccc([N+](=O)[O-])cc3o2)cc1
→ -6%	2%	-2%	1%	-7%	-2%	-10%	3%	?
- CCOc1ccc(CCNC(=O)COC(=O)c2cccs2)cc1OCC
→ -18%	8%	10%	-11%	-15%	0%	-3%	5%	-1%
- CCOC(=O)c1c(OCCO)nn(-c2ccc(Cl)cc2)c1N
→ -14%	52%[activator]	2%	4%	-6%	1%	-14%	-5%	?
- O=C(Cc1ccc(S(=O)(=O)N2CCOCC2)s1)Oc1ccc(F)cc1
→ 7%	20%	.	3%	-23%	.	-14%	44%	12%
- CC(C)c1ccc(NC(=O)C(c2ccccc2)N2CCC3(CC2)OCCO3)cc1 (stereo not given)
→ -13%	1%	-8%	-7%	-20%	-8%	-15%	18%	-19%
- O=[N+]([O-])c1ccc(S(=O)(=O)NCC(c2cccnc2)N2CCc3ccccc3C2)cc1 (stereo not given)
→ ?	96%[activator]	.	0%	-25%	.	-20%	15%	50µM*
- Cc1ccc(NC(=O)N/C=C/c2ccccc2)cc1
→ 4%	-1%	6%	-6%	-3%	-3%	-13%	9%	-21%[59 µM]
- COc1ccc(CNC(=O)CC(C)S(=O)(=O)c2ccc3c(c2)NC(=O)CO3)cc1 (stereo not given)
→ -20%	-16%	24%	?	-16%	-1%	-6%	10%	31%
- CCOC(=O)C1CCN(C(=O)c2cc(S(=O)(=O)N3CCCCCC3)ccc2OC)CC1
→ 29%	21%	.	-4%	2%	.	-3%	6%	-5%
- CCOC(=O)N1CCN(S(=O)(=O)N2CCCC(C(=O)NCc3ccc(OC)cc3OC)C2)CC1 (stereo not given)
→ 0%&4%	11%&28%	49%&-7%	-10%	11%&-16%	-1%&-13%	-7%&-18%	21%	27%
- COc1ccccc1C(=O)NCC(=O)OCc1ccc(Br)cc1
→ 14%	-1%	1%[57.1 µM]	-14%	-2%	0%	-13%	0%	24%
- COc1ccc(S(=O)(=O)NCCc2ccco2)cc1OC
→ -5%[57.1 µM]	40%[activator]	7%	13%	-11%	0%	-6%	-12%	39%
- COc1ccc(OCC(=O)N/N=C/C=C/c2ccccc2)cc1
→ -1%	18%	-25%	-1%	-6%	4%	-23%	-2%	27%
- Cc1noc(C)c1COc1ccccc1C(=O)NC(C)c1ccc(F)cc1 (stereo not given)
→ .	-20%	.	1%	-14%	.	-15%	.	.
- O=C(c1ccc2c(c1)OCCO2)N(Cc1cccnc1)c1nc2c(Cl)cccc2s1
→ -18%	-16%	-1%	-13%[60.1 µM]	-32%	-7%	-12%	.	-36%[59 µM]
- CN(C)c1ccc(CNC(=O)c2cc(S(=O)(=O)N3CCOCC3)cn2C)cc1
→ -9%	-11%	25%	-13%	-17%	2%	-3%	24%	40µM*
- Cc1ccc(N(Cc2ccccc2)C(=O)c2cc(S(=O)(=O)N3CCOCC3)ccc2F)cc1
→ -10%	-17%	.	-14%	-26%	.	?	-2%	34%[12.7 µM]
- COc1ccc(NC(=O)Nc2ccncc2)c(OC)c1
→ -16%	62%[activator]	2%	0%	-20%[57.1 µM]	-8%	-24%	-5%	1%
- COc1ccc2sc(-c3ccccc3OC)c(C#CCCO)c2c1
→ 79µM*	?	.	16%	-33%	.	-17%	2%	-3%[0.501 µM]
- Cc1cccc(N(Cc2nnc3n2CCCCC3)C(=O)Nc2ccccc2)c1
→ -3%	6%	7%	-10%	-1%	0%	-2%	-3%	-3%[59 µM]
- O=C1C=C(c2ccc(OC(F)(F)F)cc2)C[C@@H](c2ccc(F)cc2)C1
→ 7%	?	.	-22%	5%	.	-9%	-5%	-6%[2.33 µM]
- O=C(NCC(c1cccs1)N1CCOCC1)c1ccco1 (stereo not given)
→ -26%	8%	-21%	-10%	0%	-5%	-10%	-1%	1%[12.7 µM]
- N#CCCOC1(C#CCN2CCCC2)CCCCC1
→ -1%	-20%	14%	-3%	-9%	1%	-20%	-9%	4%
- O=C(NCCc1ccc(F)cc1)c1ccc2c(=O)n3c(nc2c1)CCC3
→ 8%	24%	.	9%	-11%	.	-12%	42%	-37%
- Cc1ccc2c(COC(=O)c3ccc(C)c(C)c3)cc(=O)oc2c1
→ 28%	8%	3%	-6%	-21%	-6%	1%	65%[activator]	24%
- COc1ccc(NC(=O)c2ccccc2NC(=O)CSc2ccc(Cl)cc2)cc1
→ 2%	-10%	6%	2%	1%	-2%	-14%	-3%	-1%[59 µM]
- COc1ccc(NC(=O)c2ccccc2NC(=O)COc2ccccc2)cc1
→ 8%	9%	0%	-4%	-14%	-10%	-7%	1%	8%[59 µM]
- CN(C)c1ccc(/C=C/c2c([N+](=O)[O-])c(=O)n(C)c(=O)n2C)cc1
→ -19%	-24%	1%	-6%[60.1 µM]	-18%	-3%	5%	33%	-1%
- CCCCC(=O)Nc1ncc(S(=O)(=O)c2ccc([N+](=O)[O-])cc2)s1
→ -6%	-1%	-1%	-1%	-12%	-3%	-10%	-19%	.
- Cc1nn2c(=O)cc(COC(=O)c3ccc(NC(=O)COc4ccc(Cl)cc4)cc3)nc2s1
→ -12%	?	9%	2%[60.1 µM]	-1%	-2%	8%	.	30%[59 µM]
- O=C(Nc1ccccc1Cl)C1CCCN(c2ncnc3c2nc2n3CCCCC2)C1 (stereo not given)
→ -23%	2%	6%	-8%	-17%	-2%	-19%	20%	24%
- COc1ccc(N2C(=O)CC(Nc3ccc(C(=O)O)cc3)C2=O)cc1OC (stereo not given)
→ -17%	22%	12%	2%	10%	-1%	6%	6%	40µM*
- CC1(C)O[C@@H](CC(=O)O)[C@]23CO[C@H](C(=O)[C@]4(C)C2CC[C@@]2(C)[C@H](c5ccoc5)OC(=O)C5O[C@]524)[C@@H]13 (stereo not given in full)
→ .	12%	.	0%	7%	.	-9%	23%	.
- COC(=O)[C@@]1(Cc2ccc(OC)cc2)[C@H]2c3cc(C(=O)N(C)C)n(Cc4ccc(OC(F)(F)F)cc4)c3C[C@H]2CN1C(=O)c1ccccc1
→ ?	29%	-2%	6%	?	-14%&-14%	-29%	-1%&-5%	-24%
- CCCCOc1ccccc1C(=O)N(Cc1sccc1C)C1CCS(=O)(=O)C1 (stereo not given)
→ -4%	-3%	25%	16%	-19%	-2%	.	.	-7%[59 µM]
- Cn1cccc1C(=O)NS(=O)(=O)c1ccccc1Cl
→ -2%	9%	-1%	-4%	-19%	7%	-3%	2%	-42%[59 µM]
- Cc1cc(SCC(=O)NCCCN2CCCC2=O)nc2ccccc12
→ -22%	36%[activator]	.	11%	0%	.	-8%	50%[activator]	20%[12.7 µM]
- CN(c1ccc(C(=O)NCc2ccncc2)cc1)S(C)(=O)=O
→ 10%	14%	18%	-7%	-1%	-1%	-14%	13%	5%[59 µM]
- CC(=O)c1c(C(C)=O)c(C)n(-c2ccc3ncccc3c2)c1C
→ -5%	10%	15%	-12%	-6%	-2%	-12%	0%	5%[0.501 µM]
- COCC(C)n1c(C)cc(C(=O)CSc2nnc(Nc3ccccc3F)s2)c1C (stereo not given)
→ ?	2%	12%	-12%	?	-9%	-6%	1%	.
- Nc1nnc(SCC(=O)c2cccc([N+](=O)[O-])c2)s1
→ -14%	107%[activator]	8%	-9%	-12%	-4%	-5%	3%	-2%[59 µM]
- COc1cccc(-c2ccc3nnc(SCC(=O)N4CCOCC4)n3n2)c1
→ 7%	2%	.	2%	-14%	.	-7%	12%	7%
- O=C(CNc1ccc(F)cc1)N/N=C1\CCc2ccccc21
→ -37%	43%[activator]	44%	-9%	-19%	-8%	-18%	-20%	5%[0.0925 µM]
- Cc1nn(CC(=O)NC2CC2)c(=O)c2cc3cc(F)ccc3n12
→ 2%	-4%	6%	-9%	-1%	-4%	-7%	.	1%[59 µM]
- C=C[C@H]1C(O[C@@H]2O[C@H](CO)[C@@H](O)[C@H](O)[C@H]2O)OC=C2C(=O)N3CCc4cc(OC)c(O)cc4[C@H]3C[C@H]21 (stereo not given in full)
→ .	28%	.	16%	-16%	.	-6%	15%	.
- O=C(C1CCC1)N1CCN(c2ccnc3cc(Cl)ccc23)CC1
→ -20%	29%	2%	1%	-3%	2%	-22%	5%	-5%
- O=C(COC(=O)C1CC1)Nc1ccc(OC(F)F)cc1
→ 0%	6%	40%[activator]	-6%	-10%	-1%	0%	5%	17%[59 µM]
- CNC(=O)NC(=O)COC(=O)c1cccc(S(=O)(=O)N2CC3(C)CC2CC(C)(C)C3)c1 (stereo not given)
→ 2%	16%	.	-9%	-26%	.	-3%	2%	?
- Cc1ccc2c(c1)-c1c(cnc3cc(-c4ccccc4)nn13)CO2
→ 0%	15%	-2%	12%	12%	-2%	-13%	.	24%[59 µM]
- C=CCN(c1ccccc1)S(=O)(=O)c1cccc(C(=O)O)c1
→ 12%	-1%	3%	4%	-7%	-2%	-10%	14%	7%[12.7 µM]

Profiles, quoted from the list. Order of screens: BAZ2B block	POLI inh	Pol beta inh	POLK inh	JMJD2A Tudor	BLM inh	POLH inh	APEX1 inh	G9a inh
Profile of `CN(c1ccc(C(=O)NCc2ccncc2)cc1)S(C)(=O)=O` : 10%	14%	18%	-7%	-1%	-1%	-14%	13%	5%[59 µM]
Profile of `COc1ccc(N2C(=O)CC(Nc3ccc(C(=O)O)cc3)C2=O)cc1OC` (stereo not given) : -17%	22%	12%	2%	10%	-1%	6%	6%	40µM*
Profile of `CN(C)c1ccc(/C=C/c2c([N+](=O)[O-])c(=O)n(C)c(=O)n2C)cc1` : -19%	-24%	1%	-6%[60.1 µM]	-18%	-3%	5%	33%	-1%
Profile of `O=C(Nc1ccccc1Cl)C1CCCN(c2ncnc3c2nc2n3CCCCC2)C1` (stereo not given) : -23%	2%	6%	-8%	-17%	-2%	-19%	20%	24%

Source: PubChem BioAssay
